MITF primary – human MITF inhibition, primary screen; inhibition, % at 2.6 µM; 0.91% of 650,000 active; AID 1259374; AlphaScreen MITF homodimerization, bead proximity signal; in the data active = inhibition above about 50%;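 also: 0% = vehicle wells with protein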
FBW7 activator – human FBW7 E3 ligase activation, primary screen; normalized activity (activation), % at 26.1 µM; AlphaScreen FBW7–phospho-cyclin E peptide binding, activator screen; Q969H0; 0.13% of 650,000 active; in the data active = normalized activity above about 1.9%;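 also: purified mutant Fbw7 with reduced substrate affinity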
Target sequence (Q969H0 whole entry, looked up): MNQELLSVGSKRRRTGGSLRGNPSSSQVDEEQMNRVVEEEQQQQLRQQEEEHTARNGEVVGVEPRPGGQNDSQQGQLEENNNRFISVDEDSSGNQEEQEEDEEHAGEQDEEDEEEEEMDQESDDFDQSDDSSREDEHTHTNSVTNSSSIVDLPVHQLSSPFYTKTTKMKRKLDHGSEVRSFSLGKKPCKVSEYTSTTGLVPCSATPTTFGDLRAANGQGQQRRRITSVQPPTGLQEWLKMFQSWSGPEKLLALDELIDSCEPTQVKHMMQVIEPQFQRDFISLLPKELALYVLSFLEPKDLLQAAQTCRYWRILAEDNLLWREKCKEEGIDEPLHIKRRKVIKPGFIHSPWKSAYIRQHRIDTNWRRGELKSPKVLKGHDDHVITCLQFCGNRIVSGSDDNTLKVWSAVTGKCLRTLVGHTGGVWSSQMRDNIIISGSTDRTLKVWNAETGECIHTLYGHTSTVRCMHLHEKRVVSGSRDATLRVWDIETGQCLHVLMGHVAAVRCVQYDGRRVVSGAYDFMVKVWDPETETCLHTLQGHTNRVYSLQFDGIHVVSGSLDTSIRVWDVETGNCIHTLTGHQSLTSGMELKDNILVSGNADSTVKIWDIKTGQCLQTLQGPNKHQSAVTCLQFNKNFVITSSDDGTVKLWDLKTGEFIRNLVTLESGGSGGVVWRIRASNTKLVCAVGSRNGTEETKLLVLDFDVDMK
TEAD-YAP inh – TEAD-YAP interaction inhibition | inhibition, % at 9.12 µM | 1.4% of 640,000 active | HEK-TIYL cells, TEAD-Gal4/YAP UAS-luciferase luminescence; in the data active = inhibition above about 32%;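 also: 0% = median of test compound wells and 100% = reference inhibitor wells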
GPR151 ag – human GPR151 activation; Q8TDV0; PathHunter beta-arrestin GPR151 cells, luminescence; activation, % at 11.2 µM; 1% of 650,000 active; AID 1508602; in the data active = activation above about 4.9%;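 also: 0% = median of compound wells and 100% = cells with positive control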
Numbers without * were called inactive. Compounds as they come; overall some 3.4% were active at least once.

SMILES	MITF primary	FBW7 activator	TEAD-YAP inh	GPR151 ag
Cc1ccccc1C1C2=C(CC(C)(C)CC2=O)N(CC(=O)O)C2=C1C(=O)CC(C)(C)C2	0	-0.2	-1	0.1
C#Cc1cccc(NC(=O)c2ccc(-c3ccccc3)cc2)c1	-6	-0.1	-53	-3.8
COc1cccc(C2(C)NC(=O)N(Cc3cccc4ccccc34)C2=O)c1 (stereo not given)	-10	0.0	3	-0.3
c1ccc2[nH]c(CNc3nc(Nc4ccncn4)nc4nc[nH]c34)nc2c1	-5	-0.1	2	0.4
Cc1[nH]n(-c2ccccc2)c(=O)c1C=Nc1cc(C(C)(C)C)cc(C(C)(C)C)c1O	5	0.2	-3	1.2
Cc1cc(NC(=O)CN2C(=O)CN(c3ccc(Br)cc3)C2=O)no1	7	0.1	1	-0.1
Cc1ccc(Cl)cc1NC(=O)c1ccc(CN2CCOCC2)cc1	-8	-0.1	-1	1.3
CC(C)[C@@H](CO)Nc1ccc2ncc(-c3ccc(F)cc3)n2n1	6	-0.2	12	0.9
COc1ccc2c(c1)OCC(Cc1ccc(OC)c(OC(C)=O)c1)C2=O (stereo not given)	13	0.7	52*	1.5
Cc1ccc(NC(=O)c2ccccc2O)nc1	1	-0.1	-57	-0.9
O=C(Nc1ccc2c(c1)OCO2)c1ccc(CNS(=O)(=O)c2cccc(Cl)c2)cc1	31	-0.1	0	-0.7
O=C(O)COc1ccccc1O	7	0.0	6	0.6
CC(=O)c1cccc(NC(=O)c2cc3ccccc3o2)c1	-3	0.2	6	-0.3
CCC(C)(C)NC(=O)C(c1ccncc1)N(C(=O)c1csnn1)c1cccc(C)c1C (stereo not given)	-2	-0.1	4	-0.4
COCCN1C(=O)/C(=C\c2cc(C)n(-c3ccc(F)cc3)c2C)C(C(=O)OC)=C1C	17	1.1	6	-0.3
COc1cccc(C(=O)Nc2ccc(N3S(=O)(=O)c4ccccc4S3(=O)=O)cc2)c1	7	-0.2	-1	1.7
O=C(CN1C(=O)c2ccccc2C1=O)OC(C(=O)NC1CCCC1)c1cccnc1 (stereo not given)	-3	0.1	-6	1.6
COC(=O)COc1ccc(/C=C2/NC(=O)N(c3ccccc3)C2=O)cc1OC	1	0.0	11	0.5
CC(=O)Nc1ccc(N2C(=O)c3cccc(Oc4ccc(Cl)cc4)c3C2=O)cc1	11	0.1	-2	-0.4
CCn1c(SCCC#N)nnc1-c1ccncc1	16	0.1	2	-1.0
Cc1ccc2sc(NNC(=O)C3=COCCO3)nc2c1C	3	0.2	-6	-0.4
CCc1nnc2n1N(C(C)=O)C(c1ccc(OC)c(OC)c1)=C(C(C)=O)S2	-7	-1.0	8	0.6
COc1ccc(CCNc2cc(N3CCN(C(=O)c4cccc(Br)c4)CC3)ccc2[N+](=O)[O-])cc1OC	13	-0.1	-3	1.4
COc1ccccc1NC(=O)C1=C(C)Nc2nc(-c3ccco3)nn2C1c1ccc(O)cc1 (stereo not given)	8	0.0	-17	0.6
CC(C)C(=O)Nc1ccc(-c2nc3ccc(NC(=O)C(C)C)cc3[nH]2)cc1	3	0.2	-14	0.2
CCn1c(C)[n+](CC(O)COc2ccccc2OC)c2ccccc21 (stereo not given)	3	-0.1	4	2.1
Cc1ccc(CNC(=O)CN2CC(=O)N3CCCC3C2=O)cc1 (stereo not given)	11	0.3	1	0.0
Cc1ncccc1C(=O)N1CCC(C2(CCCc3ccccc3)NC(=O)NC2=O)CC1 (stereo not given)	14	-0.1	10	-0.2
COc1ccc(Br)cc1CNC(=O)Cn1ncc2ccccc21	6	0.1	-15	3.4
O=C(Nc1nncs1)c1cc(-c2ccncc2)nc2ccc(Cl)cc12	5	0.1	-8	-0.5

Part of the list above, reduced to TEAD-YAP inh.
Compound	TEAD-YAP inh
COc1ccc2c(c1)OCC(Cc1ccc(OC)c(OC(C)=O)c1)C2=O (stereo not given)	52*
Cc1ccc(NC(=O)c2ccccc2O)nc1	-57
O=C(Nc1ccc2c(c1)OCO2)c1ccc(CNS(=O)(=O)c2cccc(Cl)c2)cc1	0

Further results
SMILES	MITF primary	FBW7 activator	TEAD-YAP inh	GPR151 ag
O=C(NCCc1ccsc1)c1cc2ccccc2[nH]1	-6	0.0	-44	0.4
NC(=O)c1c(NC(=O)C(=O)Nc2sc3c(c2C(N)=O)CCCC3)sc2c1CCCC2	0	-0.1	0	2.2
Cc1cccc2cc(CN(Cc3ccco3)C(=O)c3cnccn3)c(=O)[nH]c12	15	0.1	3	2.0
COc1ccc(CCN2C(=O)CC[C@@H]3CN(C(=O)c4n[nH]c5c4CCC5)CC[C@@H]32)cc1	2	-0.1	-35	-0.5
COc1ccc(/C=C2\C(=O)N(c3ccc4ccccc4c3)N=C2C)cc1O	4	-0.8	-10	0.0
Cc1cccn2c(=O)c(C=O)c(Nc3ccc(Cl)cc3)nc12	11	0.1	-6	0.1
Cc1cnc(CN(C)C(=O)CC2(c3ccccc3C)CC(=O)N(CCN(C)C)C2=O)[nH]1 (stereo not given)	12	0.0	-3	1.2
CCOC(=O)c1sc(NC(=O)c2c(OC)cccc2OC)c(C(=O)OCC)c1C	5	0.4	4	-0.3
CN(CCC1CCOCC1)C(=O)CC1C(=O)NCCN1Cc1c(F)cccc1Cl (stereo not given)	-5	-0.1	3	-0.3
CCN(Cc1ccncc1)C1CCCN(C(=O)Nc2ccc(OC)cc2OC)C1 (stereo not given)	5	-0.1	2	-1.4
COCCNC(=O)CC(NS(=O)(=O)c1ccc(F)cc1)c1ccc(OC)cc1 (stereo not given)	11	0.3	0	-1.4
CC(C)Nc1nc(NC(C)C)nc(Oc2ccc(=O)n(C)n2)n1	-11	0.0	-13	0.6
Cc1cn2c(=O)c(C(=O)N3CCC4(CC3)OCCO4)cnc2s1	11	0.0	-1	0.3
COc1cc(/C=N/NC(=O)C2=NNC(=O)C2C)ccc1O (stereo not given)	11	0.0	29	-2.7
NS(=O)(=O)c1ccc(N/N=C/c2ccccc2I)c([N+](=O)[O-])c1	-9	-0.1	1	0.3
Clc1ccc(C2=CC(c3ccccc3Cl)n3nnnc3N2)cc1 (stereo not given)	6	-0.1	2	0.8
COC(=O)/C(=C/c1ccco1)NC(=O)c1ccccc1	-3	-0.1	-9	-0.6
CC(=O)N1CCc2cc(Br)cc(S(=O)(=O)NCCCN3CCN(c4ccccc4F)CC3)c21	7	0.1	-8	0.2
O=C(Nc1cccc(F)c1)c1cc(S(=O)(=O)N2CCC(C(=O)O)CC2)ccc1F	0	0.8	7	-0.6
COc1cccc(N2C(=O)CN(Cc3sccc3C)C2=S)c1	3	0.2	3	-0.8
CC(C)N1CC(O)=C(c2nc(-c3ccc(F)cc3)cs2)C1=N	6	-0.1	-29	1.6
O=c1c(-c2ccc(Cl)cc2)c(C(F)(F)F)oc2cc(O)ccc12	-2	-0.1	4	2.0
COc1ccccc1CNC(=O)c1cc(S(=O)(=O)N2CCCCC2)ccc1F	4	0.3	2	-1.3
O=[N+]([O-])c1ccc2c(c1)S(=O)(=O)N=C2Nc1ccc(Br)cc1	3	-0.2	-8	-0.2
COc1ccc(C2CC(=O)NC(SCC(=O)OC(C)C)=C2C#N)cc1OCc1ccccc1 (stereo not given)	7	-0.1	12	0.8
CCOC(=O)CSc1nnc(NC(=O)CN2CCN(C=O)CC2)s1	-10	-0.1	-5	-1.5
CCOC(=O)c1cnc(Nc2nc3ccccc3o2)nc1C	-1	-0.5	44*	-1.7
Cc1nn(CC(=O)N2CCN(c3ccccn3)CC2)c(=O)c2cccn12	4	0.1	0	-3.0
CCOC(=O)C(=O)Nc1nc(-c2ccccc2)c(CC)s1	-4	-0.3	4	0.0
Cc1ccc(S(=O)(=O)N(CC(=O)Nc2cccnc2)c2cc(Cl)ccc2C)cc1	12	0.1	8	-1.4
Cc1ccc(OCCCCn2c(CO)nc3ccccc32)cc1	20	1.3	7	-0.5
CCOC(=O)C1CCN(C(=O)c2cn(C)c(=O)c3c2c2ccccc2n3C)CC1	-23	0.0	12	0.0
O=C(Nc1cccc(Cl)c1)Nc1nc(-c2ccccc2)cs1	13	0.6	-9	0.2
CC1=C(C(=O)N2CCOCC2)C(c2ccc(Br)cc2)NC(=O)N1 (stereo not given)	-13	0.0	-5	1.3
Cc1ccc(Cn2c(CN3CCOCC3)nc3c2c(=O)[nH]c(=O)n3C)cc1	-1	-0.6	-46	1.7
Cc1ccc(C(=O)NCC2CCCN2S(=O)(=O)c2cccs2)cc1C (stereo not given)	10	1.1	-10	1.8
CCN1CCN(C(=O)c2cc3nc(-c4ccco4)cc(C(F)(F)F)n3n2)CC1	8	0.8	12	-1.0
CSc1ccc(C2N(c3ccc(C)cc3)CCN2c2ccc(C)cc2)cc1	5	-0.2	-6	3.4
COC(=O)CN(Cc1ccccc1)S(=O)(=O)c1ccc(OC)c(Cl)c1	17	0.1	-4	1.9
Cc1ccc(C(=O)c2sc3nc4c(cc3c2N)C(=O)CC(C)(C)C4)cc1	-22	0.4	5	-0.7
CC(=O)NC(CC(C)C)c1nnc2n1CCN(CC=C(C)C)CC2 (stereo not given)	1	0.2	-9	-0.6
CC(C)C(=O)n1nc(-c2cccnc2)nc1NCc1cccs1	-1	-0.1	6	-0.6
CC(C)Cn1c2c(c(=O)[nH]c1=O)C(NC(=O)c1ccccc1F)(C(F)(F)F)C(=O)N2 (stereo not given)	-4	0.1	-7	-1.3
Nc1ccc(-c2cnc(N3CCN(CCO)CC3)c3nccn23)cc1	-20	-0.1	-1	-0.1
CCCC1(C2CCN(C3CCSCC3)CC2)NC(=O)N(CCC2CCCN2C)C1=O (stereo not given)	-17	0.0	4	0.8
Cc1ccc2nc(C)cc(SCC(=O)N/N=C/c3ccc(O)cc3)c2c1	2	0.2	-7	-0.3
CCc1ccc(N2C(=O)C(Cl)=C(Nc3ccc(OC)cc3)C2=O)cc1	7	0.3	-2	-0.1
COC(=O)CSc1nnc(Cc2csc(Nc3ccc(F)cc3)n2)n1C	19	0.1	3	0.1
CC(C)(CNCC(O)COc1ccccc1)CNCC(O)COc1ccccc1 (stereo not given)	28	0.0	4	0.6
CC(=O)c1ccc(NC(=O)N2CCN(Cc3ccc(C)cc3)CC2)cc1	0	0.2	-9	1.0
O=C(COc1ccc(Cl)cc1)N1CCN(C(=O)c2ccncc2)CC1	-11	-0.1	-3	1.9
Cc1cccc(N2CCN(C(=O)CN3C(=O)c4ccccc4C3=O)CC2)c1C	-2	0.1	-7	-0.1
O=C1C2CC=C(Cl)CC2C(=O)N1CCN1CCCC1 (stereo not given)	4	-0.2	-2	0.7
CC1=C(C(=O)OC(C)C)C(c2ccccc2Cl)NC(=O)N1C (stereo not given)	-8	0.0	6	-0.4
CN(CCC#N)S(=O)(=O)c1ccc2[nH]cc(C(=O)O)c(=O)c2c1	13	0.1	-6	-0.3
CCOC(=O)C1(CCOc2ccccc2)CCN(C(=O)CCn2cncn2)CC1	8	0.1	5	-1.4
Cc1ccc(-c2nnc(-c3cc4c(ccc5ccccc54)oc3=O)o2)cc1	0	0.1	-17	0.3
CCN(CC)c1nc(N)c2c(N)nc3c(c2c1C#N)CC(c1ccccc1)O3 (stereo not given)	1	0.1	9	0.4
Cc1cc2cc(CNC(=O)Cc3ccc(Cl)cc3)ccc2[nH]1	4	0.0	-19	-0.2
Cc1ccc2cc(CCNC(=O)CCC3CCCCC3)c(=O)[nH]c2c1	1	0.1	-4	-0.8

Additional entries.
SMILES	MITF primary	FBW7 activator	TEAD-YAP inh	GPR151 ag
CCOC(=O)C1=C(C)Nc2nnnn2C1c1ccc(OC)cc1 (stereo not given)	7	-0.1	5	-0.1
N#Cc1cn(CCNC(=O)NNC(=O)c2ccccc2)nc1-c1cccc([N+](=O)[O-])c1	1	0.1	6	-0.9
COc1ccc(N2C(N)=C(C#N)C(c3cccnc3)C3=C2CC(C)(C)CC3=O)cc1 (stereo not given)	0	0.0	11	-1.1
CSc1ccc(CC2(CCC(=O)NCCC3=CCCCC3)CCC(=O)N2)cc1 (stereo not given)	-18	0.0	-5	-2.0
Cc1ccc2c(c1)c(=O)c1ccccc1n2CC(=O)NCc1ccccc1	4	0.1	0	-0.7
CCN(CC)C(=O)Oc1ccc2c(c1C)O/C(=C\c1ccc(OC)cc1OC)C2=O	0	-0.1	-5	2.9
COc1cc(C)ccc1OCc1cc(C(=O)N2CCSCC2)no1	-7	-0.1	-76	6.0*
O=C(NC1CCCCC1)NC1(C(=O)NCc2ccc3c(c2)OCO3)CCCCC1	12	-0.1	-7	0.7

Entries of single compounds, looked up by structure. Order of screens: MITF primary	FBW7 activator	TEAD-YAP inh	GPR151 ag
Record of `O=C(NC1CCCCC1)NC1(C(=O)NCc2ccc3c(c2)OCO3)CCCCC1` : 12	-0.1	-7	0.7
Record of `Cc1ccc2c(c1)c(=O)c1ccccc1n2CC(=O)NCc1ccccc1` : 4	0.1	0	-0.7
Record of `COc1ccc(N2C(N)=C(C#N)C(c3cccnc3)C3=C2CC(C)(C)CC3=O)cc1` (stereo not given) : 0	0.0	11	-1.1
Record of `N#Cc1cn(CCNC(=O)NNC(=O)c2ccccc2)nc1-c1cccc([N+](=O)[O-])c1` : 1	0.1	6	-0.9
Record of `CCOC(=O)C1=C(C)Nc2nnnn2C1c1ccc(OC)cc1` (stereo not given) : 7	-0.1	5	-0.1

Screens (PubChem BioAssay)
